# IDE cell inh: inhibits human insulin-degrading enzyme in HEK cells | FAbetaB cleavage, fluorescence polarization | hit rate 0.41% among 320,000 | AID 434962 | P14735 | inhibition, % at 5.59 µM;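 active means percent inhibition above the average of all tested compounds plus 3 SD, set per screening campaign, cut at about 16% in these data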;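 further: IDE supplied by intact live HEK cells; FP after avidin binding of uncleaved biotin substrate so inhibition keeps polarization high; 0% = DMSO wells and 100% = 60 µM reference IDE inhibitor Ii1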
# IMP-1 inh: inhibitors of Pseudomonas aeruginosa IMP-1 metallo-beta-lactamase; purified IMP-1, nitrocefin hydrolysis, epi-absorbance fluorescence; inhibition, % at 5.6 µM; hit rate 0.45% among 290,000;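 active means inhibition above the mean plus 3 SD of all compounds in the same screening run, cut at about 4.5% in these data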;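 further: 0% = IMP-1 with DMSO and 100% = DMSO wells lacking enzyme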
#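 system = purified recombinant IMP-1 beta-lactamase | amount = 0.2 nM IMP-1, as dispensed | medium = HEPES buffer pH 7.1 with ZnSO4 and Brij 35 | times = 25 °C, 15 min preincubation, 25 min reaction | detection = plate fluorescence quenching by hydrolysis product, ex 480/em 530 nm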
# GPR7 antagonist: blocks human GPR7 receptor signaling; hit rate 1.1% among 290,000; inhibition, % at 4.4 µM; AID 1861; GPR7-expressing cells, fluorescence antagonist assay; in the data active means inhibition above about 16%, passing the limit was not always enough;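 further: cells stimulated with the agonist NPW; 0% = agonist with vehicle and 100% = vehicle without agonist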
# PfM18AAP inh: blocks P. falciparum M18 aspartyl aminopeptidase | recombinant PfM18AAP, H-Glu-NHMec fluorogenic cleavage | inhibition, % at 7.35 µM | hit rate 1.2% among 290,000 | AID 1822;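 active means inhibition above the campaign mean inhibition over all tested compounds plus 3 SD, cut at about 28% in these data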;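 further: 0% = plate median of test compound wells and 100% = 2 mM ZnCl2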
# p-CIP stab down: compounds decreasing mouse p/CIP protein stability; F442A p/CIP-EGFP cells, EGFP fluorescence, 16 h; hit rate 0.01% among 290,000; decrease of EGFP signal, % at 10 µM;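 active means EGFP signal decrease of at least 30% at 10 µM or well 3 SD below plate mean, unless failing retest; inactive means the rest, including hits failing retest or dose response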; further: some compounds called inactive have numbers as strong as hits; many of its hits are not listed in these tables
# Target sequence (Q05BA5 1-1403): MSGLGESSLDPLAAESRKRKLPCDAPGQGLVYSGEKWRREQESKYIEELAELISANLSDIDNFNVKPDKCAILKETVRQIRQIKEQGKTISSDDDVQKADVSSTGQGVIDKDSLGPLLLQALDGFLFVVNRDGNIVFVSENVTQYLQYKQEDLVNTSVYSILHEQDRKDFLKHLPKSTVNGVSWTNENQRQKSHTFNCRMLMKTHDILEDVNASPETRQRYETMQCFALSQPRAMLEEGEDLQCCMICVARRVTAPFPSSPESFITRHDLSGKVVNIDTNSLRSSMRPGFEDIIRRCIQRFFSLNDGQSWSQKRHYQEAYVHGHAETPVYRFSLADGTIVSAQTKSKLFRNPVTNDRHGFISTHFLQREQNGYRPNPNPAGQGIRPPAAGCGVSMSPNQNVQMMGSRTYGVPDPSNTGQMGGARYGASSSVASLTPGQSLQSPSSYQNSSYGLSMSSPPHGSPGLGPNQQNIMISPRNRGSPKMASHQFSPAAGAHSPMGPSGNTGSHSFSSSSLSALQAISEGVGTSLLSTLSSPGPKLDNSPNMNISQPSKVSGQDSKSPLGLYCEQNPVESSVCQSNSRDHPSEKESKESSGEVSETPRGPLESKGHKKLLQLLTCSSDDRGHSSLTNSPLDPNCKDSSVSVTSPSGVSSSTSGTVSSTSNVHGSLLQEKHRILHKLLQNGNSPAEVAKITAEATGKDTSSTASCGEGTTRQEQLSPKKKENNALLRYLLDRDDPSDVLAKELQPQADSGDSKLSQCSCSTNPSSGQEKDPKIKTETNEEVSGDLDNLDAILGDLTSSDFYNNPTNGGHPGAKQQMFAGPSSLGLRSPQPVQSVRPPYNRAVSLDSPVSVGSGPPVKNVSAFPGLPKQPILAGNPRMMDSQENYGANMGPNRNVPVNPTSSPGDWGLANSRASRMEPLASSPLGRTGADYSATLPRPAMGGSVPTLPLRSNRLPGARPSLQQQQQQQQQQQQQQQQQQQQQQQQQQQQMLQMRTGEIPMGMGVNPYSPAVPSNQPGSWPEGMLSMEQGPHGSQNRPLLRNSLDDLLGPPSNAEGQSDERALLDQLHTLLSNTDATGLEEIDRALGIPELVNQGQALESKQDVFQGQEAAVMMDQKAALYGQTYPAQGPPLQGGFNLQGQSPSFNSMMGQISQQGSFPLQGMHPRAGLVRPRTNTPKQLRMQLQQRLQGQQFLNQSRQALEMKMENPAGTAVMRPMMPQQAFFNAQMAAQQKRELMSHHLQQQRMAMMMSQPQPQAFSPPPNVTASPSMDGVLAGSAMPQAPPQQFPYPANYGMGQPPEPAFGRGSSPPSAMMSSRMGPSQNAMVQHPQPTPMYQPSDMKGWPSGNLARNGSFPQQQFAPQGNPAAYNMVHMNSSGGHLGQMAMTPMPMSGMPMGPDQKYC
# NALP1 yeast inh: inhibitors of NALP1 inflammasome in yeast. S. cerevisiae NALP1/ASC/caspase-1 growth, X-gal OD620, 72 h. inhibition, % at 10 µM. hit rate 0.61% among 280,000; in the data active means inhibition mostly above about 24%, no sharp cut-off; inactive means mostly below about 32%; further: some compounds called inactive have numbers as strong as hits
# PHOSPHO1 inh: blocks human PHOSPHO1 phosphatase activity; recombinant PHOSPHO1, absorbance phosphatase assay; hit rate 1.1% among 290,000; AID 1565; inhibition, % at 13.3 µM; in the data active means inhibition above about 60%
# VIM-2 inhibitor: inhibitors of Pseudomonas aeruginosa VIM-2 metallo-beta-lactamase; purified VIM-2, nitrocefin hydrolysis, epi-absorbance fluorescence; inhibition, % at 5.6 µM; hit rate 0.89% among 290,000; AID 1527;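 active means inhibition above the mean of all tested compounds plus 3 SD, cutoff set per screening run, cut at about 7.5% in these data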;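 further: red hydrolysis product quenches plate fluorescence so inhibitors raise well fluorescence; 0% = enzyme with DMSO and 100% = DMSO without enzyme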
# IDE act: boosts human insulin-degrading enzyme activity in HEK cells. P14735. FAbeta-B cleavage, fluorescence polarization; 0% vehicle, 100% cell-free pure enzyme wells. activation, % at 5.96 µM. hit rate 0.073% among 340,000. AID 493087;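 active means activation above the mean of all tested compounds plus 3 SD, set per screening campaign, cut at about 17% in these data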
# * hit, by the source's call; . = not tested or not shown.
# Each structure is followed by: NALP1 yeast inh, GPR7 antagonist, IMP-1 inh, IDE cell inh, IDE act, p-CIP stab down, VIM-2 inhibitor, PHOSPHO1 inh, PfM18AAP inh
> C[C@H](NC(=O)COc1ccc(Cl)cc1)C(=O)N1CCC2(CC1)NCCc1[nH]cnc12
→ 28, -14, -1.7, 1, 8, -8, -3.2, 47, 4
> O=C(/C=C/c1cccs1)NC(=S)NNC(=O)c1ccccc1O
→ -9, -8, -3.4, -4, 1, -15, -2.8, -32, 14
> CCCN(Cc1nc(-c2ccc(Cl)cc2)no1)CC1CCCO1 (stereo unspecified)
→ 47, -2, -3.3, 4, -6, -13, -2.7, 52, -3
> CCOc1ccc2[nH]c(C)c(CN3CCCCCC3)c(=O)c2c1
→ 6, 2, 0.2, 2, 4, 5, 2.5, 56, 1
> CCCc1[nH]nc2c1C(c1ccc(OC)c(Cn3nnc4ccccc43)c1)C(C#N)=C(N)O2 (stereo unspecified)
→ 9, 10, -1.3, -2, -4, -1, 2.4, 2, 13
> CCOC(=O)c1ccccc1NC(=O)COC(=O)CCNS(=O)(=O)c1ccccc1
→ 4, -3, -1.3, 1, 4, 3, -2.3, 19, 6
> COc1cccc(/C=N/n2c(-c3cc(C)[nH]n3)n[nH]c2=S)c1O
→ -16, 4, -2.2, -5, 6, 2, -1.8, -19, 0
> CCN(/N=C/c1ccc(N(C)C)cc1)c1nc2ccccc2[nH]1
→ 14, -1, -3.4, ., -6, -1, -4.3, -32, 7
> O=C(O)C1CCCCN1S(=O)(=O)c1cccc2nsnc12 (stereo unspecified)
→ 9, -10, -3.4, -7, -4, 13, -4.1, -3, -8
> NS(=O)(=O)c1ccc(CCNC(=O)c2cc(-c3cc(Cl)ccc3O)n[nH]2)cc1
→ 12, 8, -2.5, 5, 1, -11, -2.1, 34, -2
> O=S(=O)(c1cccc(S(=O)(=O)N2CCC(N3CCCCC3)CC2)c1)N1CCOCC1
→ 10, 6, -2.4, ., ., -9, 0.0, 11, -3
> CCOc1cc2[nH]c(=S)n(CCCN(CC)CC)c(=O)c2cc1OCC
→ 35, -13, -3.1, 6, 7, -5, 0.6, -5, 1
> COc1ccc(C(=O)CCC(=O)NCCc2c[nH]c3ccccc23)cc1OC
→ 11, -9, -1.6, -2, 5, -6, -0.6, 26, -5
> N#C/C(=C\C=C\c1ccccc1)C(=O)N1CCCC1
→ 4, 3, -1.9, 3, 1, -15, -5.2, 6, 6
> CN(Cc1cccc(Cl)c1)C(=O)C1CSC2(C)CCC(=O)N12 (stereo unspecified)
→ 2, -7, -5.4, 2, 3, -6, -3.1, 46, 6
> COc1cccc(-n2c(SCC(=O)N3CCOCC3)nc3c([nH]c4ccccc43)c2=O)c1
→ ., -3, -1.4, -3, 2, ., 2.9, ., 2
> COC(=O)C(Cc1ccc(O)cc1)NC(=O)CCOc1ccc(OC)cc1 (stereo unspecified)
→ 17, -3, -0.4, -3, 4, 0, -0.2, 34, -2
> COCc1cc(=O)n2[nH]c(-c3ccccc3)cc2n1
→ -5, -10, -1.9, 2, 2, 3, 0.5, 5, 6
> COc1ccc(N2CCN(C(=O)CN3C(=O)NC(c4ccc(OC)cc4)(c4ccc(OC)cc4)C3=O)CC2)cc1
→ 12, -6, -1.2, 7, -5, -8, -3.5, 35, 2
> O=c1[nH]cc(C(F)(F)F)cc1NS(=O)(=O)c1ccccc1[N+](=O)[O-]
→ 0, 5, -2.9, 1, 4, -1, -5.5, 20, 2
> O=C(NCc1cccs1)C1CCCN1C(=O)NC1CCCCC1 (stereo unspecified)
→ 2, -10, -1.9, -1, -2, 3, -0.3, 3, 3
> CCOC(=O)c1c(S(=O)(=O)NCc2ccc(OC)cc2)c(C)n(C)c1C
→ 2, -7, -3.7, 4, 2, 4, -4.7, 50, 0
> O=C(Nc1ccccc1NC(=O)c1ccco1)c1ccco1
→ -14, -1, -1.2, 3, -1, -5, -2.2, 14, 1
> Nc1ncnc2nc(SCc3ccc(Cl)cc3Cl)[nH]c12
→ -17, -3, -5.8, 0, 7, -8, -2.9, -4, 2
> Cc1ccc(-n2c(Cc3cccn3C)nnc2SCC(=O)NCc2ccco2)cc1
→ -6, 2, 0.3, 4, 2, 5, -1.9, 78*, 8
> Cc1ccc(-n2c(C)cn(C(=O)c3ccccc3)c2=S)cc1
→ -80, 2, -0.5, 4, 1, -1, 3.7, -29, -6
> COCCCn1c(C(=O)NCCN2CCOCC2)cc2c(=O)n3cccc(C)c3nc21
→ 18, 3, -0.3, -3, 4, -7, 9.4*, 33, -2
> Cc1cc(NC(=O)c2ccc3c(c2)C(=O)N(CC(C)C)C3=O)no1
→ 5, -8, -2.4, 2, 4, 1, -2.1, 33, -6
> CCOC(=O)c1ccc(N=CC2=C(O)CC(C)(C)CC2=O)cc1
→ 8, 2, -3.3, 3, -2, -7, -1.4, 21, 0
> Cc1cc(C)n(CC(=O)N/N=C/c2ccc(C)o2)n1
→ -2, 0, -2.9, 3, 0, -2, -2.6, 62*, 3
> COc1ccc(C(=O)NC2(C(F)(F)F)C(=O)N(Cc3ccco3)C3=C2C(=O)CC(C)(C)C3)cc1OC (stereo unspecified)
→ 6, 8, -1.8, 6, 2, -18, -3.5, 20, -3
> COc1ccc(-n2c(=S)[nH]c3cc(C(=O)NCCCN4CCCC4=O)ccc3c2=O)cc1
→ -2, -13, -2.5, -5, 6, -3, -4.1, -120, -18
> COc1ccc(C(=O)N2CCN(c3ccc(C)cc3)CC2)cc1OC
→ -10, 16*, -3.5, 5, -16, -5, 2.1, -15, 1
> COC(=O)C1(C(=O)OC)Sc2ccccc2C1=O
→ -2, -3, 0.2, -3, 1, 8, -1.2, 7, -10
> Cc1ccc(CCNC(=O)CC2Oc3ccc(C)cc3NC2=O)cc1 (stereo unspecified)
→ 18, -10, -6.2, -1, 3, -13, -3.9, -9, 5
> COc1ccc(Br)cc1CN(C)CC(=O)Nc1c(Cl)ccc(C)c1Cl
→ 38, -8, -1.1, 4, 4, 2, -1.3, -14, 3
> CC(C)CC(NS(=O)(=O)c1ccc2c(c1)oc(=O)n2C)C(=O)N1CC=C(c2ccccc2)CC1 (stereo unspecified)
→ 11, 1, -2.9, 0, 0, -8, -2.8, 22, -7
> Cc1nn(-c2ccccc2)c2c1/C(=N/O)CC(C)(C)C2
→ 8, 0, -1.9, -4, 5, -8, 0.2, 9, 3
> O=C(Cn1nc(C(F)(F)F)c2c1CCCC2)NCc1ccco1
→ 4, -4, -1.2, 0, 3, -2, 1.1, -4, 12
> O=C(Nc1ccc(-c2nc3ccccc3s2)cc1)c1cc(-n2cnnc2)ccc1Cl
→ 32, 16, -2.2, 22*, -8, -11, -0.2, 31, -2
> O=C(NCc1ccccn1)c1cc(-c2ccccc2)nc2ccccc12
→ 23, -8, -2.0, -1, 4, 8, -1.7, -19, 4
> Cc1cccc(NC(=O)c2sc3nc(N)c(C#N)cc3c2N)c1
→ 39, -2, -1.4, 6, -7, -5, -0.9, 11, 28*
> O=C(O)/C=C/C(=O)Nc1ccc(S(=O)(=O)Nc2nccs2)cc1
→ 25, -12, -2.1, -5, 6, -2, 0.2, -26, 3
> Cn1c(=N)n(CC(=O)c2cccs2)c2ccccc21
→ -12, 1, -0.1, 0, 6, -1, 1.2, 23, -10
> CC1(C)C(c2ccco2)=[N+]([O-])C2(CCCCC2=O)N1O (stereo unspecified)
→ -6, -4, -1.5, 4, 0, -9, -2.3, -3, 7
> CNC(=S)N/N=C(\C)c1ccc(N2CCOCC2)cc1
→ -8, 0, -6.4, ., 7, -9, -4.6, -27, -2
> COc1cc(NC(=O)NNC(=O)c2cc3occc3n2C)cc(OC)c1OC
→ 1, -6, -3.6, 6, 6, 6, -3.8, 28, 60*
> CCCN(CCC)CCCNC(=O)c1cc2c(=O)[nH]c3ccccc3c2s1
→ 7, -5, -4.6, 6, 6, -14, 9.7*, 30, 4
> O=C(c1ccc(Oc2ccccc2)cc1)C1CCCN(C(=O)c2cnccn2)C1 (stereo unspecified)
→ 2, -2, -1.6, 2, 2, -10, -0.6, 20, -12
> CCOc1ccc(Cl)cc1S(=O)(=O)NCc1cccnc1
→ -3, -9, -2.2, 12, 3, -5, -0.1, 2, -11

# Next part:
# Each structure is followed by: NALP1 yeast inh, GPR7 antagonist, IMP-1 inh, IDE cell inh, IDE act, p-CIP stab down, VIM-2 inhibitor, PHOSPHO1 inh, PfM18AAP inh
> Fc1ccccc1CN1CCCN(C(=S)Nc2cccc(Cl)c2)C1
→ -3, 2, -3.3, -2, 12, 7, -3.1, -10, 1
> CCOC(=O)c1sc(C)c2c1NC(C)(c1cccc3ccccc13)NC2=O (stereo unspecified)
→ 1, -5, 0.1, 3, 1, -7, 5.3, -16, -3
> COc1ccc(NC2=NC3(CCCCC3)N=C(N)N2)cc1
→ 13, -6, -1.7, 3, -3, 3, -0.1, -1, 0
> CC(Sc1nc(C2CC2)n(-c2ccccc2)n1)C(=O)c1c(N)n(C)c(=O)n(C)c1=O (stereo unspecified)
→ 4, -19, -3.6, 6, 6, -4, -2.5, 24, 3
> CCN(CC)CCC(O)(c1ccccc1)C1CCCCC1 (stereo unspecified)
→ 5, 1, -5.9, -1, 4, -4, 0.1, 50, -2
> CCc1ccc(N(CC)C(=O)c2cn(C)c(=O)c3ccccc23)cc1
→ 14, -13, -2.2, 1, -4, 0, -0.1, 27, 1

# Bioassay records as filed in PubChem.

# This is a random part of the collection; any-hit rate near 5.3%.
